eLon inh: inhibits E. coli Lon protease | purified E. coli Lon protease, fluorescence polarization | inhibition, % at 7.94 µM | P0A9M0 | hit rate 0.42% among 360,000; in the data active means inhibition above about 13%, passing the limit was not always enough;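 further: 0% = enzyme with probe and DMSO and 100% = no enzyme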
SKN-1 inh: inhibitors of C. elegans SKN-1. inhibition, % at 21.8 µM. hit rate 0.49% among 360,000. C. elegans VP596 Pgst-4::GFP/RFP ratio, acrylamide-induced, 24 h;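 active means interference check ratio from 0.5 to 1.5 plus GFP to RFP signal ratio inhibition reaching or exceeding a fixed threshold, cut at about 30% in these data, passing the limit was not always enough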; further: some compounds called inactive have numbers as strong as hits
Neddylation inh: cullin neddylation inhibition. calls only at 25 µM. TR-FRET cullin neddylation, biochemical. hit rate 0.58% among 360,000. AID 651699. P61081+Q13564; in the data active means inhibition above about 36%
NRP1-CendR mod: modulators of CendR peptide binding to human neuropilin-1 | FAM-RPARPAR peptide binding to NRP-1, fluorescence polarization | inhibition, % at 25 µM | hit rate 0.85% among 360,000 | AID 602438 | O14786;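 active means inhibition or corrected inhibition above about 18%, plus a signal ratio from 0.5 to 1.5, limit read from the data, passing the limit was not always enough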; further: strong numbers were not always called active
Target sequence (O14786 whole entry, looked up): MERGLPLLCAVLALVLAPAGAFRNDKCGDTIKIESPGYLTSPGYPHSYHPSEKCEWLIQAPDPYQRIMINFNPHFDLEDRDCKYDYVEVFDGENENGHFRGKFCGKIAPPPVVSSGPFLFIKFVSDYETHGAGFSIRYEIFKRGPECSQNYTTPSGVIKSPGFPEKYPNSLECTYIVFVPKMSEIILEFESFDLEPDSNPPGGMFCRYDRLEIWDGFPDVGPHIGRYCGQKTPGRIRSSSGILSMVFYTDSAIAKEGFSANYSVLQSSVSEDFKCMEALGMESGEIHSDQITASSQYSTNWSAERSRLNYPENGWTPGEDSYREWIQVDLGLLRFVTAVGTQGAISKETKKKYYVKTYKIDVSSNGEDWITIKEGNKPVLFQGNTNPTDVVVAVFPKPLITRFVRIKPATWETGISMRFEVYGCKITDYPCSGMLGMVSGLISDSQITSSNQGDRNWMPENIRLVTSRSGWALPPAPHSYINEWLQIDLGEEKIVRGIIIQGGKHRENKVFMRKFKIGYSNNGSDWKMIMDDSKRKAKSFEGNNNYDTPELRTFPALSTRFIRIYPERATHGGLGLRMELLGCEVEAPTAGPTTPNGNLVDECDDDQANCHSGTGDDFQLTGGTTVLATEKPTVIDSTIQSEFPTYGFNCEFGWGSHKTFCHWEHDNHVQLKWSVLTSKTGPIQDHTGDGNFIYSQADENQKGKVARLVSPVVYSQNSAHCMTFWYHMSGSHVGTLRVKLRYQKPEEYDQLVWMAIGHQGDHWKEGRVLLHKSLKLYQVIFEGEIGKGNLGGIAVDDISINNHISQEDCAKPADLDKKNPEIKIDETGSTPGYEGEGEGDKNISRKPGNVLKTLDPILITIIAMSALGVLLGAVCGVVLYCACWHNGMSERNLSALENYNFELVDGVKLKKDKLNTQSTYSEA
FAS-TE inh: blocks the thioesterase domain of human fatty acid synthase | P49327 | recombinant FAS-TE, OMFH fluorogenic substrate, fluorescence endpoint | inhibition, % at 15 µM | hit rate 0.67% among 360,000 | AID 602261;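 active means compounds whose normalised, plate-corrected inhibition of enzyme fluorescence in the single-dose primary screen is 50% or more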;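 further: 0% = DMSO with enzyme and 100% = substrate without enzyme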
MT1-MMP act inh: inhibitors of human MT1-MMP activation | P50281 | hit rate 0.061% among 360,000 | AID 651647 | GFP/RFP ratio change, % at 20 µM | HT1080 RFP-PRO-GFP cells, GFP/RFP ratio fluorescence, overnight; percent of plate control window, DMSO zero;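 active means GFP/RFP ratio change of at least 30% with cell ATP level not reduced by more than half and red fluorescence within 50% of control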; further: strong numbers were not always called active
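Assay system – RFP-PRO-GFP reporter HT1080 cells · Compound dosing – single dose of 20 µM compound, 1% DMSO final · Incubation – overnight compound exposure at 37 °C · Measure – GFP/RFP fluorescence ratio · Benchmarks – DMSO wells and RFP-L50D-GFP cells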
Rin1-Abl PPI inh: human Rin1-Abl interaction inhibition. AID 588664. P00519+Q13671. TR-FRET Rin1/Abl binding, biochemical. inhibition, % at 7.35 µM. hit rate 0.4% among 360,000; in the data active means inhibition above about 5%, passing the limit was not always enough
MsrA inhibitor: inhibits bovine methionine sulfoxide reductase A | purified bovine MsrA, absorbance read-out | hit rate 0.75% among 360,000 | inhibition, % at 15.5 µM; in the data active means inhibition above about 4.5%;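 further: 0% = vehicle wells with enzyme and 100% = reference inhibitor wells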
bovine MsrA act: activates bovine MsrA enzyme | hit rate 0.3% among 360,000 | purified bovine MsrA, absorbance read-out | activation, % at 10.6 µM | AID 602163; in the data active means activation above about 7.5%;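 further: 0% = vehicle and 100% = reference activator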
* = called active by the depositor; i = inactive; . = not tested or not shown.

SMILES	eLon inh	SKN-1 inh	Neddylation inh	NRP1-CendR mod	FAS-TE inh	MT1-MMP act inh	Rin1-Abl PPI inh	MsrA inhibitor	bovine MsrA act
Cc1ccc(N(CC(=O)NC2CCCCC2)S(=O)(=O)c2c(C)nn(C)c2C)cc1	9	0	i	-3	-6	-2	3	-0.9	-2
CC(C)c1ccc(-n2ccnc2SCC(=O)O)cc1	-8	-13	i	-6	-3	5	-6	0.4	-2
CC(=O)N1c2ccc(S(=O)(=O)NCC3CCC(C(=O)Nc4ccc(C)cn4)CC3)cc2CC1C (configuration not stated)	0	6	i	-1	-2	-7	-1	-0.9	0
N#Cc1ccc(NC(=S)NC(=O)CCc2ccc(S(=O)(=O)N3CCOCC3)cc2)cc1	-2	-6	i	-31	13	-8	-3	0.4	-1
COc1ccccc1NC(=O)/C(=C\c1cccnc1)NC(=O)c1ccc(C)cc1	-4	6	i	-1	-1	-1	0	2.1	2
Cc1[nH]c(-c2ccc(F)cc2)cc1C(=O)N1CCN(c2cccc(Cl)c2)CC1	-4	-9	i	-2	22	5	2	1.8	-2
O=C(COc1ccc(-n2cnnn2)cc1)NC(=O)NCc1ccccc1	-7	-9	i	0	-13	2	1	0.4	-16
Cc1ccc(C(=O)C(C)OC(=O)Cc2n[nH]c(=O)c3ccccc23)cc1 (configuration not stated)	-19	-4	i	3	-2	-3	-1	0.5	-1
O=C(NCc1cccnc1)c1ccc2c(=O)n(CCCN3CCCC3=O)c(=S)[nH]c2c1	4	-24	i	8	-6	-5	0	1.2	-10
Cc1ccc2c(c1)N(C(=O)CCC(=O)NCCCN1CCC(Cc3ccccc3)CC1)CCO2	-12	-1	i	7	-4	-3	-1	0.3	-5
CN(CC(=O)Nc1cccc(F)c1)C(=O)CC1CCCC1	-3	-12	i	-2	1	-2	-1	0.1	-8
COc1ccc(NS(=O)(=O)c2ccc(NS(=O)(=O)c3ccc(SC)cc3)cc2)c(OC)c1	5	-12	i	-9	16	-4	0	0.0	-13
Cn1c(=O)c2[nH]c(CNc3ccc(C(=O)O)cc3)nc2n(C)c1=O	-6	11	i	8	-4	1	-2	-0.4	-1
CN(C(=O)COC(=O)C(C)(C)Oc1ccc(Cl)cc1)c1c(N)n(Cc2ccccc2)c(=O)[nH]c1=O	14	-7	i	0	0	-2	-1	-1.3	-8
COc1ccc(NC(=O)C2C3C=CC4(O3)C2C(=O)N(CCN2CCCCC2C)C4C(=O)NC2CCCC(C)C2C)cc1 (configuration not stated)	-1	9	i	-5	1	3	2	0.7	2
COc1ccccc1C(CNC(=O)c1cccc(S(=O)(=O)Nc2ccc(F)cc2)c1)N(C)C (configuration not stated)	7	2	i	8	-1	7	0	-0.5	-2
Cn1nc(C(C)(C)C)cc1C(=O)N1CCCC(c2cc(C(=O)NCc3ccccc3)no2)C1 (configuration not stated)	0	-14	i	11	-3	-3	-2	-0.9	0
Cc1ccc(NC(=O)Cn2nc(C(=O)O)c3ccccc3c2=O)cc1S(=O)(=O)N1CCOCC1	-13	10	i	8	-3	3	1	-0.9	-1
Cc1ccc(-c2nnn(CC(=O)N(CC3CCCO3)C(C(=O)NC3CCCC3)c3ccc(F)cc3)n2)o1 (configuration not stated)	-4	-5	i	-4	-12	-5	-1	-0.6	-9
COc1ccc(CCNC(=O)Cn2c(=O)n(CCCC(=O)NCc3ccco3)c(=O)c3sccc32)cc1OC	-8	9	i	-1	0	2	-3	0.1	-3
O=C(CO)c1c[nH]c2ccccc12	-3	-6	i	17	-4	-46	-1	0.3	-1
CC[C@]12C(=O)N(C)C[C@H]([C@@H]3C(=O)N(C)C(=O)[C@@H]31)N2C(=O)c1ccc(C(F)(F)F)cc1	-1	-9	i	2	-3	-1	-3	0.2	-2
O=C(Cn1cnc2ccccc21)OCC(=O)N1CCCCC1	0	12	i	1	-6	-1	2	-1.2	-4
Cn1nc(-c2ccc(C(=O)Nc3cccnc3)cc2)c2ccccc2c1=O	3	1	i	21	-7	4	2	0.7	0
Cc1ccc(S(=O)(=O)N(C)c2ccc(OCC(=O)Nc3nnc(C4CC4)s3)cc2)cc1	-1	1	i	-7	8	-2	0	0.5	0
O=c1[nH]cnc2sc3c(c12)CCCCC3	-7	-1	i	3	-3	-2	3	0.8	-5
COc1cc(NC(=O)c2cccs2)c(C(=O)OCC(=O)c2cc(C)n(-c3ccc(F)cc3)c2C)cc1OC	-6	3	i	11	31	0	2	-1.1	6
CC1CN(C(=O)c2cc3cc(F)ccc3[nH]2)CC(C)O1 (configuration not stated)	-1	9	i	2	-3	-1	1	1.1	-1
O=C(CNC(=O)c1ccco1)N=Nc1c(O)[nH]c2ccc([N+](=O)[O-])cc12	1	-1	i	14	9	3	-3	5.8*	-2
COc1ccc(-c2ncc3ccccn23)cc1	-6	4	i	-20	-4	-2	-4	1.0	-4
Cc1cc2nc(N3CCN(C(=O)c4cccs4)CC3)sc2cc1C	5	6	i	7	-3	-6	-1	0.2	-4
C[C@H](CO)N1C[C@H](C)[C@@H](CN(C)S(=O)(=O)c2ccc(F)cc2)Oc2ccc(NC(=O)c3ccncc3)cc2C1=O	-6	-12	i	6	-9	-3	6	-0.5	-4
COc1cccc(NC(=O)CSc2nnc(Cn3cnc([N+](=O)[O-])n3)n2C)c1	-16	4	i	8	-7	4	-1	-0.8	2
COc1ccc(C(=O)C(=O)N2CCN(c3ccccc3F)CC2)cc1	.	-2	i	-2	.	-2	.	0.3	.
Cc1c(NS(=O)(=O)c2cccc(C(=O)N3CCCC3)c2)c(=O)n(-c2ccccc2)n1C	-8	5	i	-2	-4	-2	2	0.1	-5
O=[N+]([O-])c1cc2c(cc1/C=N/n1c(-c3ccccc3)n[nH]c1=S)OCO2	-9	24	i	0	4	-2	3	2.4	-4
NC(N)=NCc1cccc(I)c1	11	1	i	-13	4	3	5	-1.5	-2
C=CCn1c(O)c(/C=C2\C=NN=C2c2ccccc2)sc1=S	4	-8	i	-7	-66	-2	-2	-0.4	-1
COc1ccccc1NC(=O)C(=N\O)/C(C)=N/O	5	0	i	4	-7	0	0	0.4	-5
COc1ccc(C(=O)NC2CC(C)(C)Cc3c2cnn3-c2ccccc2)cc1OC (configuration not stated)	-3	-27	i	9	-2	3	-1	-0.6	-2
O=C(COC(=O)CNC(=O)c1ccc(Cl)c([N+](=O)[O-])c1)NC(=O)CN1CCCC1=O	-7	2	i	-5	4	0	1	-0.9	-4
COc1ccc(-c2oc(NC(C)=O)c(C#N)c2-c2ccc(OC)cc2)cc1	-12	0	i	-25	10	-6	2	-0.1	-5
Cc1ccc(S(=O)(=O)N2CCC(C(=O)OCC(=O)NCc3ccco3)CC2)cc1C	-9	-6	i	-5	-4	1	-2	-1.1	-10
CN(CCc1ccccn1)S(=O)(=O)c1ccccc1F	-7	-2	i	10	-9	-5	6	0.3	-13
CC(Sc1nnc2c(n1)C1(C)CCC2C1(C)C)C(=O)Nc1ccccc1 (configuration not stated)	-16	-2	i	-4	-1	6	-1	0.7	-6
CC(C)(C)SCCNC(=O)CN(c1ccccc1)S(=O)(=O)c1ccc(F)cc1	-4	7	i	7	3	-1	-1	-1.0	1
CN(C)CCCNCC(=O)Nc1ccccc1N1CCOCC1	-5	15	i	9	-10	1	0	0.1	-2
COc1cccc(CC(=O)OCC(=O)NC(=O)c2ccc(OC(F)F)cc2)c1	-6	-6	i	1	-3	0	0	1.4	3
Cc1ccc(SCC(=O)Nc2nnc(-c3ccco3)o2)cc1	1	-11	i	-14	-5	-6	2	-1.6	-2
Cc1ccc(SCCNC(=O)/C=C/c2ccc(Cl)cc2)cc1	5	14	i	9	-4	-3	4	0.8	-7
COc1ccc(OC)c(C(=O)NC(CC(N)=O)c2ccc(N3CCN(c4ccc(F)cc4)CC3)c([N+](=O)[O-])c2)c1 (configuration not stated)	1	-2	i	13	-4	.	2	-0.7	-11
CCCCNC(=O)NS(=O)(=O)c1ccc(C(=O)OC)o1	3	14	i	5	-7	1	2	0.1	-1
O=C1CC/C=C\C[C@@H](CC(=O)N(CCO)Cc2ccccc2)C(=O)N[C@H](Cc2c[nH]c3ccccc23)CO1	5	6	i	0	-7	-1	4	1.4	-3
CCOc1cc(/C=N/Nc2nc(N3CCCCC3)nc(N3CCCCC3)n2)ccc1OC(=O)c1ccco1	2	1	i	7	71*	1	1	-0.8	-3
O=C(NC(Sc1ccc(Cl)cc1)C(=O)O)c1ccccc1 (configuration not stated)	-2	13	i	-6	-8	-5	0	-0.1	-13
CCC(C)NC(=O)c1ccc(N2CC3CC(C2)c2cccc(=O)n2C3)c(NC(=O)c2c(F)cccc2F)c1 (configuration not stated)	-2	-10	i	-6	-7	-3	2	-1.0	-2
COc1cccc(SCc2noc(C(=O)NCCC(C)C)c2C(=O)NCCC(C)C)c1	-22	8	i	5	35	-4	3	0.0	-1
CCN(CC(=O)Nc1ccc(OC)c(Cl)c1)CC(=O)NC(C)C	11	-2	i	-2	-6	.	-2	-1.9	-2
O=C(O)C1Cc2ccccc2CN1S(=O)(=O)/C=C/c1ccccc1 (configuration not stated)	8	2	i	2	0	5	-2	-0.3	-2
CONc1nc(NC(C)(C)C)nc(OCC#N)n1	-7	14	i	3	-12	-6	0	0.1	-4

2 entries from above, with values under each structure:
Order of results: eLon inh	SKN-1 inh	Neddylation inh	NRP1-CendR mod	FAS-TE inh	MT1-MMP act inh	Rin1-Abl PPI inh	MsrA inhibitor	bovine MsrA act
- Cn1c(=O)c2[nH]c(CNc3ccc(C(=O)O)cc3)nc2n(C)c1=O
 : -6	11	i	8	-4	1	-2	-0.4	-1
- CN(CCc1ccccn1)S(=O)(=O)c1ccccc1F
 : -7	-2	i	10	-9	-5	6	0.3	-13

(more compounds)
SMILES	eLon inh	SKN-1 inh	Neddylation inh	NRP1-CendR mod	FAS-TE inh	MT1-MMP act inh	Rin1-Abl PPI inh	MsrA inhibitor	bovine MsrA act
COc1ccc(C(=O)C(C)C(C)=O)c(OCc2ccccc2)c1OC (configuration not stated)	-9	-10	i	15	0	-1	5	0.8	-6
Cc1ccc(NC2=NCCCCC2)cc1	-6	1	i	7	-7	8	-1	-0.9	-3
COc1ccccc1NC(=O)/C=C\c1ccco1	0	16	i	-22	-6	-4	-1	1.7	-4
CCOC(=O)c1cnc(SCc2ccc(C)cc2)nc1N	-8	-13	i	19	15	1	0	0.7	-2
Cc1nnc(NC(=O)c2cc(S(=O)(=O)N(C)C)ccc2N2CCCC2)s1	-2	-4	i	23*	-5	0	1	0.6	-2
O=C(O)C/C=C(\NC(=O)OCc1ccccc1)C(=O)OCc1ccccc1	-7	-1	i	-8	0	-1	2	0.6	-4
CCc1nc2ccc(C(=O)NCCc3ccccn3)cn2c1N(CC)Cc1cccc(Br)c1	-10	2	i	8	5	-2	-1	1.9	-2
CCOc1ccc(Nc2nc(-c3sc(N)nc3C)cs2)cc1	-11	1	i	-24	-11	0	-4	-0.3	-4
Cc1cnc(C(=O)Nc2ccc3c(c2)CCC3)cn1	-7	-21	i	-11	-4	12	-1	2.2	-15
CN(c1ccc(C(=O)NCc2ccc3c(c2)OCO3)cc1)S(C)(=O)=O	0	3	i	1	-3	-2	-3	-0.2	-3
O=C1NC(C2CC3C=CC2C3)Nc2ccccc21 (configuration not stated)	-6	-9	.	-6	-6	7	-4	0.0	2
COC(=O)c1cc(S(=O)(=O)NCc2ccccc2OC)cn1C	-2	-7	i	6	-2	5	-1	-1.1	-13
OC(c1ccc(F)cc1)(C1CCCCC1)C(CN1CCOCC1)c1ccccc1 (configuration not stated)	4	30	i	2	14	-7	0	2.7	0
Cc1c(NC(=O)C2(c3ccccc3)CCCC2)c(=O)n(-c2ccccc2)n1C	-4	15	i	16	-10	2	-5	0.9	-3
COc1ccc(C(c2nnnn2C2CCCC2)N2CCC(C)CC2)cc1 (configuration not stated)	1	16	i	-1	9	-6	2	-0.3	-3
Cc1ccc(N2C(=O)C(CN3CCCC3)C2c2ccccc2)cc1 (configuration not stated)	1	4	i	13	-3	-2	2	1.1	-4
